Source: PubChem (National Center for Advancing Translational Sciences (NCATS))
PI5P4Ka inh – inhibitors of human PI5P4K alpha | max response, % | PI5P4Kalpha enzyme, ADP-Glo luminescence, 60 min; hits give low values | AID 652105 | 330,000 tested, 1.2% active; active = max response of -50% or lower; inconclusive = between -30% and -50%; inactive = -30% or higher; also: value at the top dose of about 77 µM; % is scaled to controls: 0 for no effect and ±100 for the full control effect
Target sequence (P48426 whole entry, looked up): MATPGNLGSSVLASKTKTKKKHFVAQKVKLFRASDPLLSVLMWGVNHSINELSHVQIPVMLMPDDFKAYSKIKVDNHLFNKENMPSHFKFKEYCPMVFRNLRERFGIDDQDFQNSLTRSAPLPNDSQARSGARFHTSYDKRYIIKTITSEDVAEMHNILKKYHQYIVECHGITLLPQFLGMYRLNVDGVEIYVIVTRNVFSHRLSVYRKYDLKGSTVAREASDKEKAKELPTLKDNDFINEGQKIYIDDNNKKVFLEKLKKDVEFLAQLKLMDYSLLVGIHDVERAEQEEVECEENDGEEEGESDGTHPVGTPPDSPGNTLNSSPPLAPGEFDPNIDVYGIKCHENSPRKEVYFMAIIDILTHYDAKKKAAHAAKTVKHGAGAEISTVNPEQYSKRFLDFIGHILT
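ADP-Glo luminescence end-point after a 60 min room-temperature kinase reaction. PI5P4Kalpha and substrate in HEPES pH 7.4 buffer with EGTA, 0.1% CHAPS and 5% DMSO; ATP at 5 microM final.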
IL-2 act – activates IL-2 in a cell-based reporter assay; IL-2 activation reporter assay, cell-based qHTS; stimulated with anti-CD3/CD4/CD28 beads; in transgenic mouse T cells; 360,000 tested, 0.065% active; AID 652025; activation, % (series mostly up to about 46 µM); in the data active = activation above about 50%; inconclusive = mostly about 30% to 49%; also: 0% is about no effect
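Unstimulated transgenic mouse T cells, 750 per well, received compound and, after 60 minutes, anti-CD3/anti-CD4 bead plus anti-CD28 stimulation. EGFP and DsRed were quantified after 18 hours.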
FUS suppressor – rescues growth of FUS-expressing yeast; S. cerevisiae FUS-expressing, growth rescue, OD600, 24 h; 390,000 tested, 0.24% active; Potency, µM (series often up to 76.6 µM), without a hit: at the highest dose growth rescue (activation), hits mostly activators;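 also: potency is read from the fitted curve at half-maximal effect; plate controls were DMSO vehicle for no effect and reference control for full effect; nearly all actives have a fitted effect of over 55% in size; some results filed as inactive show a strong effect at the top dose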
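FUS-expressing yeast, raffinose-pregrown, induced in 2% galactose minimal medium at OD 0.005; compounds in a dilution series, 24hr at 30C. Growth restoration read as absorbance at 600 nm. CP55940 positive control, DMSO negative.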
EPAC1 agonist – activates human EPAC1 exchange factor; EPAC1 agonist qHTS, biochemical assay; response scale: 100% = response to 6.5 mM cAMP; 360,000 tested, 0.073% active; O95398; AID 720707; Potency, µM (top dose mostly 154 µM), inactives show at the top dose activation, usual class: activators; also: potency is read from the fitted curve at half-maximal effect; nearly all actives have a fitted effect of over 60% in size
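Multi-concentration qHTS readout: loss of Rap1B-bound BODIPY-GDP fluorescence driven by 100 nM EPAC1 with excess GDP (50 uM), monitored kinetically at room temperature; agonist response expressed relative to 6.5 mM cAMP.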
Abeta rescue – compounds reversing amyloid beta toxicity in yeast; yeast expressing A-beta42, growth rescue, OD600, 48 h; response scale: 0% DMSO, 100% iron-clioquinol control; 410,000 tested, 0.063% active; Potency, µM (titrated, usually from 46.1 µM), without a hit: at the highest dose growth rescue, actives largely listed as activators; also: potency is read from the fitted curve at half-maximal effect; nearly all actives have a fitted effect of over 55% in size
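Growth rescue measured by 600 nm absorbance after 48 h yeast culture at 30 C with compound. Values normalized between DMSO and an equimolar ferric chloride plus clioquinol control.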
PLK1 PBD inh – blocks phosphopeptide binding to human PLK1 polo-box domain; P53350; Plk1 PBD binding of FITC phosphopeptide, fluorescence polarization; Potency, µM, without a hit: max response, negative = inhibition, most hits filed as inhibitors; 360,000 tested, 2.8% active; also: potency is read from the fitted curve at half-maximal effect; series mostly up to about 57 µM; % is scaled to controls: 0 for no effect and ±100 for the full control effect; nearly all actives have a fitted effect of over 65% in size
Target sequence (P53350 whole entry, looked up, the tested form may be a part): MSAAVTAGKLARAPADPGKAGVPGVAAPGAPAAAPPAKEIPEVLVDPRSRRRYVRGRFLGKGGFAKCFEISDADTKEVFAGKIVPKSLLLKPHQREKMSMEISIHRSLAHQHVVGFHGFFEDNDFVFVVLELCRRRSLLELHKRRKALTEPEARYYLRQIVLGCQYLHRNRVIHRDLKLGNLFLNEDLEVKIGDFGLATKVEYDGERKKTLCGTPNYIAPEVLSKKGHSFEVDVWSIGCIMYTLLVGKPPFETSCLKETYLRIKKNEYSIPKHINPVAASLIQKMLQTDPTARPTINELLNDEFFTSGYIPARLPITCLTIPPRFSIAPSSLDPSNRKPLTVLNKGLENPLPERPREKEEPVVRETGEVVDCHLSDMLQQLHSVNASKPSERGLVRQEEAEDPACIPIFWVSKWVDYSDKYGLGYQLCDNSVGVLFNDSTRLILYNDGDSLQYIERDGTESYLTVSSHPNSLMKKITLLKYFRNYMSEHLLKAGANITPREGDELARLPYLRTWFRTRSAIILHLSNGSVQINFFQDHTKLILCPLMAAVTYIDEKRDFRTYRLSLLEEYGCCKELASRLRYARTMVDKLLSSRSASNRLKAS
WRN helicase inh – inhibitors of human WRN helicase. WRN helicase unwinding, fluorescent forked duplex, kinetic. Potency, µM (top dose mostly 114 µM), without a hit: at the top dose activity change, negative = inhibition, usual class: inhibitors. 360,000 tested, 0.46% active. AID 651768; also: potency is read from the fitted curve at half-maximal effect; % is scaled to controls: 0 for no effect and ±100 for the full control effect; nearly all actives have a fitted effect of over 55% in size
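WRN at 20 nM final preincubated with compound 15 min at room temperature; reaction started with 100 nM fluorophore/quencher forked duplex oligonucleotide and 2 mM ATP final. Unwinding followed kinetically by red fluorescence (ex 525, em 598 nm).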
EPAC1 antagonist – blocks human EPAC1 exchange factor; Potency, µM (series often up to 115 µM), for inactives: at the top dose activity change, negative = inhibition, actives largely listed as inhibitors; EPAC1 GEF assay, Rap1b-BODIPY-GDP exchange fluorescence; 360,000 tested, 0.14% active;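 also: potency is read from the fitted curve at half-maximal effect; plate controls were vehicle for no effect and positive control for full effect; nearly all actives have a fitted effect of over 50% in size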
* hit, by the source's call; u = inconclusive; x = no result given; & = joins results of further samples; [ ] = remark or other dose. Unless noted, calls follow the shape of the dose curve; as a rule, active = well fitted curve in the direction sought with a large enough effect; inconclusive = small, poorly fitted or top-dose-only effect, or another doubt; inactive = no such curve, though single readings can be large; an effect the other way counts as inactive or inconclusive.

No. | molecule | PI5P4Ka inh | IL-2 act | FUS suppressor | EPAC1 agonist
1 | CC(NC1=CC(=O)c2cccnc2C1=O)C(O)c1ccccc1 (centres undefined) | 4.6 | -3.8 | x | 9.5%
2 | COc1ccc(C(=O)NCCc2nnc(SCC(=O)Nc3ccccc3F)n2C)cc1 | -0.7 | -2.9 | 9.7% | 1.5%
3 | CCSc1nc(N)c(NC(=O)c2ccc(Br)o2)c(=O)[nH]1 | 1.5 | -0.5 | 8.1% | 11.7%
4 | CCCCn1c(CNC(=O)C23CC4CC(CC(C4)C2)C3)nnc1SCC(=O)Nc1nnc(C)s1 | u | -1.6 | -8.7% | -14.1%
5 | O=C(COc1ccccc1)Nc1nnc(-c2ccccc2Cl)o1 | -3.8 | 0.2 | -4.5% | -3.6%
6 | Cc1nccn1-c1c2c(c(C#N)c3nc4ccccc4n13)CCCC2 | -1.4 | 3.0 | 6.2% | 6.7%
7 | CCn1nnc(-c2ccccc2NC(=O)c2cnccn2)n1 | 12.1 | 0.7 | -19.5% | 8.9%
8 | O=C(CSCc1c(F)cccc1Cl)NCCc1ccccc1 | -0.9 | 1.4 | 4.2% | -2.1%
9 | Cc1c(NC(=O)C(C)OC(=O)c2cccs2)c(=O)n(-c2ccccc2)n1C (centres undefined) | -2.1 | -2.4 | 32.1% | 5.6%
10 | Cc1c(Cl)cccc1NC(=O)NNC(=O)CCc1ccccc1 | 7.0 | -0.8 | 2.8% | -0.3%
11 | Cc1cccc(/C=N/n2c(C3CCCCC3)n[nH]c2=S)c1 | 3.4 | 0.5 | -5.5% | 1.5%
12 | Cc1ccc(NC(=O)CC2CCCC2)c(Br)c1 | 0.4 | 0.1 | -3.3% | 8.2%
13 | O=C(Nc1nnc(C2=COCCO2)o1)c1ccc(Cl)cc1 | -10.3 | -1.5 | x | 0.5%
14 | CCCCNC(=O)CN(Cc1ccco1)S(=O)(=O)c1ccc(C(C)=O)cc1 | -8.0 | 1.4 | 3.9% | -6.0%
15 | COc1ccc(C(=O)CSc2nc(-c3ccccn3)nc(C)c2Cl)cc1 | 6.1 | -0.8 | 14.7% | -0.5%

No. | Abeta rescue | PLK1 PBD inh | WRN helicase inh | EPAC1 antagonist
1 | -12.5% | u | u | u
2 | -7.6% | 0.0% | -2.4% | 2.0%
3 | -8.6% | -14.2% | -23.2% | -9.4%
4 | -2.8% | -2.6% | 6.3% | u
5 | 11.3% | -8.0% | -13.8% | -7.2%
6 | -0.8% | -0.5% | -4.5% | -17.6%
7 | -0.2% | -8.0% | -3.5% | 6.8%
8 | -22.7% | -22.6% | -4.4% | -28.3%
9 | -8.5% | -17.4% | 9.1% | 11.4%
10 | 5.8% | -6.9% | -1.8% | -9.5%
11 | 17.2% | 26.7µM* | 2.0% | -6.0%
12 | 18.2% | 2.8% | -2.2%[57.1 µM] | -0.8%
13 | u | 0.2% | -8.8% | 12.8%
14 | -8.5% | -5.5% | -0.1% | 14.8%
15 | -33.6%[inhibitor] | -14.4% | -30.1% | -10.1%

New compounds follow
No. | molecule | PI5P4Ka inh | IL-2 act | FUS suppressor | EPAC1 agonist
16 | O=C(Cn1cc(C(F)(F)F)cc(Cl)c1=O)NC1CCS(=O)(=O)C1 (centres undefined) | 1.6 | -0.4 | -28.4% | 13.2%
17 | CCCCC(=O)Nc1ccc(NC(=O)C(C)C)cn1 | -4.4 | -1.8 | 7.9% | -3.8%
18 | CN1CCN(c2ccccc2NC(=O)c2ccc(-c3ccccc3[N+](=O)[O-])o2)CC1 | 12.5 | -4.4 | 35.6% | 5.2%
19 | COc1ccc(Br)cc1C1CC(=O)C(C)C(c2cc(Br)ccc2OC)N1 (centres undefined) | 10.1 | -0.2 | 17.7% | 11.2%
20 | CCCS(=O)(=O)NC(=O)C1(C)CCN(C(=O)c2cccc(OC(F)(F)F)c2)C1 (centres undefined) | -1.8 | 0.3 | 11.6% | 10.9%
21 | Cc1ccccc1-n1nc(C)c2cc(C(=O)NC3CC3)sc21 | x | -0.7 | 15.3% | 3.3%
22 | CCc1c(C)sc(NC(=O)C2CC2c2ccccc2)c1C(N)=O (centres undefined) | 1.0 | -2.6 | -1.6% | 4.7%
23 | COc1ccc(S(=O)(=O)N2CCC(C(=O)N[C@@H](C)C(=O)NCc3ccccn3)CC2)cc1 | 0.3 | -0.8 | -2.8% | -2.3%
24 | O=C(O)CC(NCc1ccco1)C(=O)OCCCl (centres undefined) | 0.2 | 1.2 | 14.3% | -2.7%
25 | CCOC(=O)NNC(=O)c1[nH]c2ccc(Br)cc2c1-c1ccccc1 | 14.3 | -0.5 | -9.2% | 9.0%
26 | CCOc1ccc(CCNC(=O)c2ccc3c(=O)[nH]c4c(C(=O)NC(C)C)sc(=S)n4c3c2)cc1 | -1.2 | -0.9 | -13.8% | 2.4%
27 | Cc1cn(-c2cc(C(=O)Nc3ccc(C)c(NC(=O)N4CCNC4=O)c3)cc(C(F)(F)F)c2)cn1 | -1.8&1.4 | 1.7&-3.5 | -13.6%&-5.7% | -2.5%&-11.2%
28 | COc1ccc(/C=N/Nc2ccc([N+](=O)[O-])cc2)cc1O | 1.9 | 0.3 | 23.6% | 15.3%
29 | CC1(C)SC(=S)N(/N=C/c2cccnc2)C1N(O)C(=O)NC1CCCCC1 (centres undefined) | 5.4 | -0.4 | -6.6% | -8.5%
30 | COCCCNC(=O)c1cc(C(=O)c2c(-c3c(Cl)cccc3Cl)noc2C)c[nH]1 | 3.0 | -0.1 | -2.6% | -6.0%

No. | Abeta rescue | PLK1 PBD inh | WRN helicase inh | EPAC1 antagonist
16 | -12.1% | -10.2% | 3.3% | 1.5%
17 | -5.8% | -4.9% | 7.2% | -1.0%
18 | -2.7% | -13.6% | -29.3% | -0.4%
19 | -1.6% | -6.2% | -6.9% | -11.0%
20 | 7.3% | -6.5% | -6.2% | 3.5%
21 | 26.9% | -2.8% | 6.0% | 0.0%
22 | 1.5% | -16.5% | -4.8% | -18.3%
23 | 4.7% | 0.6% | 0.6% | 10.6%
24 | -10.0% | -6.7% | 0.0% | 2.0%
25 | -78.1%[inhibitor] | 2.8% | -6.5% | -17.6%
26 | -11.4% | u | -4.9% | 0.6%
27 | 8.8%&-2.0% | u | -7.3%&0.3% | -4.8%&-1.6%
28 | -16.7% | 20.5% | -2.1% | 7.0%
29 | -3.6% | 0.0% | -30.9% | 0.6%
30 | -12.9% | -2.6% | -2.4% | -17.6%

Other entries:
No. | molecule | PI5P4Ka inh | IL-2 act | FUS suppressor | EPAC1 agonist
31 | CC(C)c1nnc(NC(=O)C2CCN(C(=O)Nc3ccccc3)CC2)s1 | 2.6 | -0.2 | -5.5% | 4.1%
32 | CC(NC(=O)CCN1C(=O)c2ccccc2C1=O)c1ccccc1 (centres undefined) | -4.5 | 0.3 | -19.5% | 6.9%
33 | Cc1cccc(C(=O)OC(C)CN2C(C)CCCC2C)c1 (centres undefined) | 1.4 | -0.4 | -7.9% | 3.5%
34 | O=c1cc(CO)oc(C(Nc2ccccn2)c2cccc(F)c2)c1O (centres undefined) | -15.2 | -1.3 | 1.6% | 5.4%
35 | CCn1cc(CNC(=O)/C=C/c2ccc([N+](=O)[O-])cc2)c(C)n1 | x | -3.0 | 11.9% | -7.5%
36 | O=C(CSCc1nc2ccccc2[nH]1)Nc1ccc(Oc2ccccc2)cc1 | 13.7 | 2.4 | 23.6% | -3.8%
37 | CCOc1ccccc1NC(=O)c1cccc(NC(=O)C(C)C)c1 | -2.0 | -3.2 | 0.6% | -7.7%
38 | Cc1cccc(C)c1OCc1cc(C(=O)N2CCN(c3ccc(F)cc3)CC2)no1 | 11.3 | -1.7 | 18.4% | -16.4%
39 | CCOC(=O)/C(=N\Nc1cccc(C(F)(F)F)c1)N1CCOCC1 | 2.8 | 1.4 | -0.8% | -10.5%
40 | Nc1ccc(C=Cc2ccc(N)cc2)cc1 | 0.5 | -0.2 | u | 6.9%
41 | Nc1nc(NCc2ccccc2)nc(Nc2ccc(F)cc2)c1[N+](=O)[O-] | x | -0.5 | 34.9% | 5.8%
42 | CC[C@]12c3[nH]c4ccc(OC)cc4c3CCN1C(=O)C(CC(=O)NCCCn1ccnc1)C[C@@H]2C(=O)N1CCN(C(=O)C2CC2)CC1 (some centres undefined) | -6.0 | -0.5 | -9.0% | -23.8%
43 | Cc1c(C)c2ccc(OCC(=O)NC3CCN(Cc4ccccc4)CC3)c(C)c2oc1=O | -1.2 | 0.8 | 10.6% | 5.4%
44 | COc1ccc(O)c(/C=N/NC(=O)CCC(=O)Nc2ccc(C)cc2)c1 | -0.9 | 1.7 | -12.0% | 12.1%
45 | O=C(NC1CCCCCC1)C1c2ccccc2C(=O)N1Cc1ccco1 (centres undefined) | x | 2.3 | 10.1% | -3.6%
46 | COc1ccc2nc(N3C(=O)CC(Cc4ccc(C)cc4)C3=O)sc2c1 (centres undefined) | 4.3 | -2.1 | 25.0% | 6.2%

No. | Abeta rescue | PLK1 PBD inh | WRN helicase inh | EPAC1 antagonist
31 | -4.0% | 4.6% | -2.7%[57.1 µM] | 3.6%
32 | -0.2% | 9.6% | 8.9% | -0.6%
33 | -12.4% | -6.9% | 8.6% | -3.9%
34 | 0.0% | 23.8µM* | 11.8% | -8.5%
35 | -9.1% | -7.8% | -3.7% | -1.4%
36 | -5.0% | 1.0% | -1.2% | -11.8%
37 | -0.9% | -5.4% | -0.2% | -0.2%
38 | 3.6% | 3.6% | -3.5%[57.1 µM] | -15.0%
39 | 20.9% | 6.2% | -9.3% | 3.7%
40 | -9.4% | 4.4% | -10.0% | u
41 | 3.6% | -3.3% | -3.2% | -3.9%
42 | -10.3% | u | 3.5% | -13.7%
43 | -2.3% | 1.5% | 10.5% | -11.1%
44 | -18.6% | -14.4% | -2.9% | 10.6%
45 | 15.2% | -8.1% | -4.5% | -1.3%
46 | 23.6% | -5.2% | -14.5% | u

PLK1 PBD inh: entries above that show a hit.
item	compound	PI5P4Ka inh	IL-2 act	FUS suppressor	EPAC1 agonist	PLK1 PBD inh	WRN helicase inh	EPAC1 antagonist
11	Cc1cccc(/C=N/n2c(C3CCCCC3)n[nH]c2=S)c1	3.4	0.5	-5.5%	1.5%	26.7µM*	2.0%	-6.0%
34	O=c1cc(CO)oc(C(Nc2ccccn2)c2cccc(F)c2)c1O (centres undefined)	-15.2	-1.3	1.6%	5.4%	23.8µM*	11.8%	-8.5%

Outcome played no part in choosing rows (roughly 4.1% active in at least one column).
